Screens deposited in PubChem by several laboratories.
GDH-TPI counter = GDH-TPI coupled enzyme inhibition counter-screen | GDH-TPI coupled enzyme counterscreen, NADH absorbance | inhibition, % at 4.8 µM | 360,000 tested, 1.2% active | AID 588335; in the data active = inhibition above about 30%;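 note: 0% = DMSO wells and 100% = wells lacking the enzyme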
Anthrax LF prot = inhibitors of Bacillus anthracis lethal factor protease; P15917; multiplex microsphere protease cleavage assay, LF; inhibition, % at 10 µM; 360,000 tested, 0.12% active; note: plate controls were buffer without enzyme for full effect and enzyme alone for no effect
PfHsp40 rescue = restores yeast growth despite PfHsp40 toxicity; AID 504582; 340,000 tested, 0.68% active; S. cerevisiae expressing PfHsp40, growth rescue, ATP luminescence; growth rescue, % at 12.5 µM; in the data active = growth rescue above about 28%, passing the limit was not always enough; inconclusive = no clear call, values can overlap the other calls;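 note: yeast W303a lacking pdr1 and pdr3 grown in galactose medium; growth measured after three days at 30 °C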
BoNT A protease = inhibitors of Botulinum neurotoxin A light chain protease; multiplex microsphere protease substrate cleavage, flow cytometry; inhibition, % at 10 µM; 360,000 tested, 0.17% active; AID 588499; note: plate controls were buffer without enzyme for full effect and enzyme alone for no effect
Mtb UGM inh = blocks M. tuberculosis UGM enzyme. 320,000 tested, 0.06% active. AID 504406. purified UGM, fluorescence polarization probe displacement. inhibition, % at 10 µM. P9WIQ1; in the data active = inhibition above about 10%, passing the limit was not always enough; inconclusive = no clear call, values can overlap the other calls
Target sequence (P9WIQ1 whole entry, looked up): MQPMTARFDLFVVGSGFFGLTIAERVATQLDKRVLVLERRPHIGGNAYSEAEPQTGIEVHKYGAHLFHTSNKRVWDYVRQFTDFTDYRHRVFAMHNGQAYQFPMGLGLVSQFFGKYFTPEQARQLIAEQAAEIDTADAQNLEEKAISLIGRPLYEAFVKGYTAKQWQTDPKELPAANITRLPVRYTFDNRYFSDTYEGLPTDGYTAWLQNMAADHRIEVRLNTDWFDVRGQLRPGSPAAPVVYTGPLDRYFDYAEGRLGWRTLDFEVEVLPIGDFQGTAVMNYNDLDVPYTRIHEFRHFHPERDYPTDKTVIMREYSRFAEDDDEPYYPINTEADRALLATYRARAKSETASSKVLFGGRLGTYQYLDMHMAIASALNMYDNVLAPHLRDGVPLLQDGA
FadD28 FP inh = M. tuberculosis FadD28 bisubstrate binding inhibition; FadD28 bisubstrate probe binding, fluorescence polarization; inhibition, % at 12.5 µM; 360,000 tested, 0.22% active; in the data active = inhibition above about 8.5%, passing the limit was not always enough; inconclusive = no clear call, values can overlap the other calls
FBA Mtb inh = inhibitors of M. tuberculosis fructose-bisphosphate aldolase | inhibition, % at 1 µM | purified M. tuberculosis FBA, fluorescence read-out | 360,000 tested, 2.3% active | P9WQA3; in the data active = inhibition above about 27%;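 note: 0% = vehicle and 100% = reference inhibitor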
Target sequence (P9WQA3 whole entry, looked up): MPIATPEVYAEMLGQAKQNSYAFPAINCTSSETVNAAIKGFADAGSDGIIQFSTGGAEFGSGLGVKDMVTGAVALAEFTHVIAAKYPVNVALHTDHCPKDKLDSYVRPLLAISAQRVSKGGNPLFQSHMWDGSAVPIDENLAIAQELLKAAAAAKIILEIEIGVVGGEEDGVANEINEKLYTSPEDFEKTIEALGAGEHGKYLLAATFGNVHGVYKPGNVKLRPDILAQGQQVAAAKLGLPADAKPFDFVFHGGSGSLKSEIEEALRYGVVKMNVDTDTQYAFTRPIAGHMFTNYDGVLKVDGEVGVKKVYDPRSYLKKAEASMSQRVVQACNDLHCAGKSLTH
BioA inh = inhibitors of Mycobacterium tuberculosis BioA enzyme | purified M. tuberculosis BioA enzyme, plate reader | inhibition, % at 9.99 µM | 360,000 tested, 0.096% active | AID 602481; in the data active = inhibition above about 40%; inconclusive = no clear call, values can overlap the other calls
BoNT F protease = blocks Botulinum neurotoxin F light chain protease; inhibition, % at 10 µM; 360,000 tested, 0.22% active; AID 588497; Multiplex microsphere protease cleavage assay, flow cytometry; in the data active = inhibition above about 35%, passing the limit was not always enough; inconclusive = no clear call, values can overlap the other calls; note: plate controls were buffer without enzyme for full effect and enzyme alone for no effect
* hit, by the source's call; ? = inconclusive; . = no result given; & = joins results of further samples. Cut-off read from the data, not from the text of the source, unless noted: active = inhibition above about 30%; inconclusive = no clear call, values can overlap the other calls; inactive = below that.

Preview:
SMILES | GDH-TPI counter | Anthrax LF prot | PfHsp40 rescue | BoNT A protease | Mtb UGM inh | FadD28 FP inh | FBA Mtb inh | BioA inh | BoNT F protease
O=C(N/C(=C\c1ccc([N+](=O)[O-])cc1)C(=O)N1CCOCC1)c1ccccc1 | 15 | 1 | 0.0 | -0.1 | -3.6 | -0.9 | 0 | . | -2
CCOC(=O)c1cnc2ccc(Br)cc2c1NCCCN1CCOCC1 | 5 | 7 | -2.9 | -1.8 | -3.2 | -2.7 | -3 | -0.4 | 1

Results, previewed entries included:
SMILES | GDH-TPI counter | Anthrax LF prot | PfHsp40 rescue | BoNT A protease | Mtb UGM inh | FadD28 FP inh | FBA Mtb inh | BioA inh | BoNT F protease
O=C(N/C(=C\c1ccc([N+](=O)[O-])cc1)C(=O)N1CCOCC1)c1ccccc1 | 15 | 1 | 0.0 | -0.1 | -3.6 | -0.9 | 0 | . | -2
CCOC(=O)c1cnc2ccc(Br)cc2c1NCCCN1CCOCC1 | 5 | 7 | -2.9 | -1.8 | -3.2 | -2.7 | -3 | -0.4 | 1
Cc1nn(C)cc1CN1CCC(n2nccc2NC(=O)CCCc2ccccc2)CC1 | 6 | . | 1.7 | . | 2.3 | -1.0 | 1 | 0.4 | .
Cc1ccc(C(=O)c2ccc([N+](=O)[O-])cc2)cc1C | 7 | 2 | -0.8 | -0.2 | 1.6 | -2.9 | 0 | . | -1
COc1cc2c(cc1OC)C(c1ccc(N(C)C)cc1)NCC2 (stereo unspecified) | 6 | 0 | . | 0.4 | -2.2 | -1.2 | 2 | -0.9 | -16
[O-][N+](=Cc1ccccc1)CC1(O)CCCCC1 | 0 | 1 | . | -0.1 | . | 0.3 | 1 | -1.4 | -2
COc1ccccc1NC(=O)CSc1nc2nc(C)cc(C)c2c(=O)[nH]1 | 7 | 4 | 0.7 | 0.2 | -0.9 | -2.5 | 0 | . | 4
Cc1ccc(S(=O)(=O)N2CCN(CC(=O)NC3CCCc4ccccc43)CC2)c(C)c1 (stereo unspecified) | 2 | -7 | 0.6 | 0.0 | 0.4 | -3.6 | -2 | -0.3 | -5
CC(=O)Nc1cccc(NC(=O)CSc2nc3ccccc3o2)c1 | -1 | -3 | -0.7 | -1.4 | 1.6 | -1.5 | 2 | . | 0
CCC(C)N1C(=O)/C(=C/c2c(NCCCOC(C)C)nc3c(C)cccn3c2=O)SC1=S (stereo unspecified) | 18 | ? | -0.6 | ? | 2.0 | ? | -1 | -3.2 | ?
CCOC(=O)CN1C(=O)N[C@@H](c2ccccc2)C(C(=O)OC)=C1C | 9 | 0 | -1.7 | -0.1 | 3.1 | -0.1 | 4 | -1.1 | 0
COCCn1c(SCC(=O)Nc2cc(C)cc(C)c2)nc2ccccc2c1=O | 12 | -5 | -0.8 | 0.7 | -0.3 | -1.5 | 4 | 0.0 | 21
Cc1cccn2c(=O)c3cc(C#N)c(=NC(=O)c4ccccc4)n(Cc4ccco4)c3nc12 | 16&0 | 0&3 | 0.4&-0.3 | 5.1&8.6 | 3.1 | -1.4&-0.7 | 182* | -0.1 | 12&5
CCOC(=O)OC(C)OC(=O)[C@@H]1N2C(=O)[C@@H](NC(=O)[C@H](N)c3ccccc3)[C@H]2SC1(C)C (stereo partly specified) | 0 | 2 | -0.1 | -1.1 | -2.4 | -2.9 | 7 | -1.5 | -10
COc1ccc(S(=O)(=O)N(Cc2cc3ccc(OC)cc3[nH]c2=O)CC2COCCO2)cc1 (stereo unspecified) | 16 | -3 | 0.3 | -0.3 | -1.4 | -4.0 | 8 | -0.8 | -8
Cc1ccccc1NC(=O)CN1C(=O)N/C(=C\c2ccccc2OCc2ccc(C(=O)O)cc2)C1=O | 19 | -3 | 0.4 | 1.7 | -0.8 | -1.3 | 2 | . | 1
O=C(COC(=O)c1cccc(S(=O)(=O)N2CCOCC2)c1)Nc1ccc(Cl)cn1 | 5 | 6 | 0.2 | 5.4 | -2.3 | -0.2 | -3 | -1.4 | 4
CCN(CC)c1ccc(C=C(c2nnnn2-c2ccc(C)cc2)c2nnnn2-c2ccc(C)cc2)cc1 | 0 | -2 | 0.6 | 0.6 | 6.5 | -3.5 | -13 | . | -3
O=C(O)/C(=C\c1ccc(Cl)cc1)c1ccc(F)cc1 | -1 | 1 | 0.8 | -0.5 | -0.1 | -2.1 | 4 | . | -2
COc1ccc(-c2cc(C(F)(F)F)n3nc(C(=O)N4CCCCC4)cc3n2)cc1OC | 7 | -7 | -0.6 | 0.8 | -0.7 | -0.3 | 2 | 2.3 | 2
O=C(Nc1nccs1)C1CC(=O)N(CCc2ccccc2)C1 (stereo unspecified) | 1 | -3 | -0.9 | -2.4 | . | -3.0 | -2 | 0.5 | 0
c1cncc(CNc2nc(-c3cccnc3)nc3ccccc23)c1 | 5 | 7 | 9.1 | -1.6 | 1.2 | -2.5 | 1 | 6.8 | -9
COc1ccc(S(=O)(=O)N2CCN(C3CCCCCCC3)CC2)cc1 | 3&1 | 0&4 | -0.2&0.0 | -0.2&-1.6 | -1.2 | -4.8&-2.9 | 0&-1 | -0.3 | ?
CC(=O)c1c(N2CCCC2)nc(=S)n(-c2ccccc2)c1C | -3 | 3 | 1.1 | 1.3 | 1.9 | . | 0 | 2.1 | -4
CC(=O)c1ccc(NC(=O)C(C)OC(=O)/C=C/c2ccco2)cc1 (stereo unspecified) | 22 | -5 | -0.6 | -0.3 | 0.5 | -4.2 | -3 | 11 | 2

Reprinted from the part before: 2 entries; new compounds follow.
SMILES | GDH-TPI counter | Anthrax LF prot | PfHsp40 rescue | BoNT A protease | Mtb UGM inh | FadD28 FP inh | FBA Mtb inh | BioA inh | BoNT F protease
CC(=O)c1c(N2CCCC2)nc(=S)n(-c2ccccc2)c1C | -3 | 3 | 1.1 | 1.3 | 1.9 | . | 0 | 2.1 | -4
CC(=O)c1ccc(NC(=O)C(C)OC(=O)/C=C/c2ccco2)cc1 (stereo unspecified) | 22 | -5 | -0.6 | -0.3 | 0.5 | -4.2 | -3 | 11 | 2
C/C(=N\NS(=O)(=O)c1ccc(C)cc1)c1ccc(C)s1 | 16 | -11 | -1.0 | -1.3 | -0.3 | 0.1 | 5 | -2.3 | -1
COc1ccc(NC(=O)CCSc2ccc3ccccc3n2)cc1 | 5 | 0 | 1.8 | 0.6 | -0.9 | -1.9 | -3 | -0.2 | -1
CN(C(=O)C1CCCN(S(=O)(=O)c2cccc([N+](=O)[O-])c2)C1)C1CCS(=O)(=O)C1 (stereo unspecified) | 0 | -1 | 3.2 | 0.3 | 1.7 | -2.5 | 2 | . | -6
CCOc1ccc(S(=O)(=O)NC(Cc2c[nH]c3ccccc23)C(=O)O)cc1 (stereo unspecified) | -10 | -4 | 0.6 | -2.6 | 2.9 | -7.0 | -2 | 1.9 | 12
CCCOc1ccc(/C(O)=C2/C(=O)C(=O)N(c3cc(C)on3)C2c2ccc(C(=O)OC)cc2)cc1 (stereo unspecified) | 7 | -1 | -1.2 | -0.2 | 3.1 | -2.8 | 2 | -0.9 | -26
CCC(=O)OCCNc1nc(-c2ccccc2)nc2ccccc12 | 1 | -4 | 0.7 | -0.6 | -0.1 | -3.7 | 1 | 1.7 | -2
CC#CCN1C=C(C(=O)OCC)C(C)N(Cc2ccc(Br)cc2)S1(=O)=O (stereo unspecified) | 1 | -7 | 1.4 | -0.2 | . | -2.3 | -1 | -0.5 | -4
O=C(O)c1cc(-c2cccs2)nn1-c1ccc(F)cc1 | 0 | -4 | -1.0 | 1.1 | 2.1 | 0.0 | -3 | . | 5
Oc1ccc(-[n+]2c(-c3ccccc3)cc(-c3ccccc3)cc2-c2ccccc2)cc1 | 24 | -4 | 3.0 | -1.6 | -2.2 | -3.8 | 2 | 4.2 | -37
CCOC1=C(N2CC2)C(=O)C(OCC)=C(N2CC2)C1=O | 6 | 0 | -0.7 | 0.5 | . | 0.6 | 2 | -1.4 | 3
Cc1cc2c(cc1C)CSC(c1ccccc1OC(=O)C(C)(C)C)SC2 | 9 | 4 | 0.1 | 0.5 | -0.4 | -2.2 | -2 | -0.7 | -6
CCn1c(SCC(=O)N/N=C/c2ccccc2OCC(=O)O)nnc1-c1ccc(C(C)(C)C)cc1 | 8 | 2 | 0.6 | 0.1 | 2.6 | 1.5 | 4 | 0.4 | -7
COc1cc(C2CC(=O)Oc3cc4c(cc32)OCO4)cc(OC)c1OC (stereo unspecified) | 13 | -4 | -0.3 | -0.6 | . | 0.0 | 0 | 0.6 | -8
N#Cc1cnc(SCC(=O)NNC(=O)COc2cccc3ccccc23)nc1N | -6 | 1 | -1.2 | 0.2 | 3.2 | -3.3 | -6 | -2.5 | 2
CC1CCN(C(=O)CSc2nnc(Cc3ccccc3)o2)CC1 | 1 | -7 | -1.1 | -0.1 | 1.3 | -1.6 | -2 | -0.3 | -12
Cc1ccccc1C(=O)N1CCN(c2ccc(NC(=O)c3ccco3)cc2)CC1 | 6 | -8 | 1.1 | -0.6 | -1.0 | -0.9 | 5 | 3.7 | -21
C=CC[C@@H](CC(=O)N[C@@H](CO)Cc1ccccc1)C(=O)N[C@H](COC(=O)[C@@H](CC=C)CC(=O)OC(C)(C)C)Cc1ccccc1 | 2 | -4 | 2.6 | -0.2 | 0.0 | -3.9 | 1 | -0.8 | 3
CSc1nc(-c2ccccc2)nn1S(=O)(=O)c1ccccc1 | 6 | -2 | 4.6 | 0.4 | -1.3 | 0.1 | 4 | -0.1 | 11
CCCC(=O)Nc1ccc2c(c1)nc1n2CCOC1 | 4 | -11 | 1.4 | 1.7 | 0.3 | -1.0 | 2 | 1.0 | 3
Cc1ccsc1CNn1cnnc1SCc1ccccc1F | 13 | -7 | -0.4 | 0.0 | 0.0 | -0.2 | 1 | 0.6 | 6
COC(=O)c1ccc(NC(=O)COc2ccc(N(C)S(=O)(=O)c3ccc(C)cc3)cc2)cc1 | -5 | -4 | 0.3 | -0.7 | -1.7 | -2.9 | 0 | 2.4 | -8
C[C@@H]1CN([C@@H](C)CO)S(=O)(=O)c2ccc(Br)cc2O[C@H]1CN(C)Cc1ccc(-c2ccccc2)cc1 | -1 | -4 | . | -0.4 | . | -3.2 | -1 | . | -5
CC(=O)Nc1cccc(-c2ccnc3c2CC(C(=O)NCc2ccco2)O3)c1 (stereo unspecified) | 3 | -5 | . | -0.1 | . | -1.5 | 0 | 1.6 | 1
COc1ccc(C(=O)Nc2nc3cc4c(cc3s2)OCO4)c(OC)c1 | 0 | -5 | -0.8 | -1.5 | -2.6 | -1.9 | 3 | -1.5 | 1
CCOc1ccc2[nH]c3c(=O)n(CCC4=CCCCC4)cnc3c2c1 | 3 | -10 | -1.3 | -1.1 | -0.4 | -3.0 | 16 | . | -7

(list continues)
SMILES | GDH-TPI counter | Anthrax LF prot | PfHsp40 rescue | BoNT A protease | Mtb UGM inh | FadD28 FP inh | FBA Mtb inh | BioA inh | BoNT F protease
CCn1c(SCC(=O)Nc2ccccc2Br)nnc1-c1cnccn1 | -4 | -3 | -1.3 | 0.3 | 3.7 | 0.2 | 0 | 10 | -7
Cc1cc(OCC(=O)NCCCn2ccnc2)c2c(C)c(C)c(=O)oc2c1 | 4 | 0 | 2.2 | 1.1 | 0.7 | -1.1 | 76* | -2.0 | 6
Nc1cc(N2CCNCC2)c([N+](=O)[O-])cc1Cl | 7 | -1 | -0.6 | -0.6 | -2.0 | -0.1 | 1 | . | -3
Cc1cc(C(=O)NC2CC2)c2ccccc2n1 | 4 | 5 | -2.4 | 0.0 | 0.1 | 0.3 | 2 | . | 1
O=C(COC(=O)CCNS(=O)(=O)c1cccs1)Nc1ccccc1 | -3 | -4 | 0.0 | -0.5 | 1.6 | -2.9 | -2 | 0.6 | -8
CCOC(=O)N(Cc1ccccc1)C1CC1 | -5 | -3 | -0.7 | -0.2 | . | -4.6 | 0 | 0.2 | 0
CC(C)[C@H](NC(=O)OCc1ccccc1)C(=O)OCC(=O)NCc1ccco1 | 10 | -9 | . | 0.3 | . | -2.1 | 0 | -0.4 | 3
CCNC(=O)C1CCCN(C(=O)c2c(-c3ccccc3)noc2C)CC1 (stereo unspecified) | 9 | -4 | . | -0.2 | . | -3.6 | 0 | -1.1 | -6
O=C(NNC(=O)c1ccccc1C(=O)O)c1ccc(S(=O)(=O)N2CCCCC2)cc1 | 7 | -4 | 0.2 | -1.4 | . | -2.0 | 5 | 1.0 | -3
